Casp6 inh = caspase-6 (human) enzyme inhibition; P55212; purified caspase-6, Z-VEID-R110 cleavage fluorescence; inhibition, % at 12.5 µM; 350,000 compounds, 0.53% hits;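 active = mean inhibition across replicates at least about 35%, with every replicate also reaching that limit, limit read from the data; inconclusive = only one of the two criteria met; inactive = neither criterion met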;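 note: 0% = median of neutral control wells and 100% = no fluorescence left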
Target sequence (P55212 24-179 limits assumed): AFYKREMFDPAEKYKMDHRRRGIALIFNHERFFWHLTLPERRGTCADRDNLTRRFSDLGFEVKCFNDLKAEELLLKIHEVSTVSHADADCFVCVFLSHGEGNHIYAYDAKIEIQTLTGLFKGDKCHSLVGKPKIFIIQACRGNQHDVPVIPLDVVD
Target sequence (P55212 194-293 limits assumed): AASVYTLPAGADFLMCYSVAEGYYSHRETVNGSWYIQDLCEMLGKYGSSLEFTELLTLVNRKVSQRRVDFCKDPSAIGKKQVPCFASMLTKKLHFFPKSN
DENV2 CPE rescue = inhibitors of DENV2 cytopathic effect | DENV2-infected cells, cytopathic effect rescue, plate reader | CPE inhibition, % at 9.99 µM | 350,000 compounds, 1.7% hits; in the data active = CPE inhibition above about 20%, passing the limit was not always enough; inconclusive = no clear call, values can overlap the other calls; tested in BHK-21 cells;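 note: 0% = median of neutral control wells and 100% = median of positive control wells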
PAX8 reporter = lowers PAX8-driven luciferase in RMG-I cells | RMG-I TPO-luciferase reporter, SteadyGlo, 24 h | inhibition, % at 12.6 µM | 360,000 compounds, 1.2% hits | AID 652154;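 active = mean replicate inhibition at least 60% with every replicate also reaching 60%; inconclusive = only one of the two criteria is met; inactive = mean below 60% and not all replicates reaching 60%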;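 note: luciferase light reporting Pax8 driven TPO promoter activity; plate controls were median of neutral control wells for no effect and mitoxantrone controls for full effect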
ARNT TACC3 PPI = disrupts binding between human ARNT and TACC3; Q9Y6A5; AlphaScreen His-ARNT PAS-B/GST-TACC3 binding, luminescence; TACC3 fragment carries E629A point mutation; inhibition, % at 9.99 µM; 390,000 compounds, 0.66% hits; AID 623870;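 active = mean inhibition of replicates at least 50% and at least half of replicates each reaching 50%; inconclusive = half or more replicates reach 50% but mean below 50%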;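 note: 0% = complete ARNT plus TACC3 wells and 100% = ARNT alone without TACC3; many hits fall short of the cut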
SIRT5 inh = inhibitors of human sirtuin-5 desuccinylase; Q9NXA8; Purified SirT5, succinyl-peptide AMC, trypsin-coupled fluorescence; inhibition, % at 15 µM; 330,000 compounds, 1.1% hits; AID 652115; in the data active = inhibition above about 15%; inconclusive = no clear call, values can overlap the other calls
Target sequence (Q9NXA8 whole entry, looked up): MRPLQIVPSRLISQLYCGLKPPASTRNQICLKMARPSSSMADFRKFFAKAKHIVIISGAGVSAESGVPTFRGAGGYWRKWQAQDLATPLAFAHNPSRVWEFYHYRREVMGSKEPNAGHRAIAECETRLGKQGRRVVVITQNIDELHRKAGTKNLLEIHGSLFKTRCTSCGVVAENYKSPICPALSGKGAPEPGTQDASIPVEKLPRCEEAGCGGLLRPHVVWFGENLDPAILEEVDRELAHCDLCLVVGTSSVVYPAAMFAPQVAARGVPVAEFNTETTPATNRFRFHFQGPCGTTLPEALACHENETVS
LGR2 antag = inhibitors of bursicon-induced Drosophila LGR2 receptor cAMP signaling; HEK293 LGR2, CRE-luciferase, bursicon-stimulated, 4 h; inhibition, % at 9.99 µM; 380,000 compounds, 0.35% hits; AID 720647;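 active = drop in luminescence signal, shown as inhibition above about 50% in the replicate tests, limit read from the data, passing the limit was not always enough; inconclusive = probably only some replicates passing the limit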;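 note: agonist challenge used bursicon conditioned medium at about half maximal strength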
EWS-Fli inh = blocks EWS/Fli oncoprotein-driven transcription | A673 NR0B1-luciferase reporter, viability-normalised | 350,000 compounds, 0.67% hits | AID 651661 | inhibition, % at 12.6 µM;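 active = mean inhibition of at least 50% after viability correction, with every replicate also passing that limit; inconclusive = mean reaches 50% but only one of two replicates passes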;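 note: firefly luciferase signal divided by Alamar Blue viability fluorescence both relative to DMSO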
* marks the source's active call; other numbers are inactive results; ? = inconclusive; nt = no result given.

compound	Casp6 inh	SIRT5 inh	PAX8 reporter	EWS-Fli inh	LGR2 antag	DENV2 CPE rescue	ARNT TACC3 PPI
COc1cc(NC(=O)CCN2CCN(CCO)CC2)cc(OC)c1	-9	2	-6	8	2	1	1
COc1ccc(S(=O)(=O)NCC(=O)NCc2cc(=O)n(C)c(=O)n2C)cc1F	1	-2	-7	-8	2	3	-2
OC[C@H]1[C@@H](c2ccc(Br)cc2)[C@H]2CNCCCCN21	0	1	-19	-3	28	-3	3
CCC(C)NC(=O)CCn1c(-c2ccc(F)cc2)cc(C(C)=O)c1C (stereo not given)	1	-3	11	8	2	-3	nt
COc1ccc(NC(=O)CCNS(=O)(=O)c2cccc3nonc23)cc1	3	1	18	1	11	-9	12
Cc1csc(CN(C)C(=O)CC2C(=O)NCCN2Cc2ccc(-c3ccccc3)cc2)n1 (stereo not given)	-4	-1	11	8	-14	1	-12
COc1cccc(-n2nc(C(N)=O)c(O)cc2=O)c1	-1	-4	-14	2	-15	13	-8
Cc1ccc(S(=O)(=O)N(C)C[C@H]2Oc3ccc(NC(=O)Nc4cccc5ccccc45)cc3C(=O)N([C@H](C)CO)C[C@H]2C)cc1	nt	nt	-8	1	7	nt	nt

(next part)
compound	Casp6 inh	SIRT5 inh	PAX8 reporter	EWS-Fli inh	LGR2 antag	DENV2 CPE rescue	ARNT TACC3 PPI
COc1cc(/C=C/CNC[C@H]2O[C@@H](n3cc(C)c(=O)[nH]c3=O)C[C@@H]2O)ccc1O	-4	4	-10	-3	-5	?	nt
CCC(=O)C(C#N)(c1ccc(OC)c(OC)c1)C(C)C (stereo not given)	nt	nt	-15	-6	2	nt	-4
CCN(CC)CCNC(=O)CN1C(=O)COc2ccc(S(=O)(=O)N3CCOCC3)cc21	-4	-4	-19	nt	3	4	25
CSc1cccc(NC(=O)c2ccc(NC3=NC4CS(=O)(=O)CC4S3)cc2)c1 (stereo not given)	-1	-7	-2	-11	-6	-5	-4
COc1ccc2c3c(n(C)c2c1)[C@H](CO)N(C(=O)C1CCC1)CC31CCN(C(=O)CN(C)C)CC1	1	-4	-5	-10	3	1	nt
COc1ccc(NC(=O)CN(C)C(=O)CCNS(=O)(=O)c2ccc(Br)cc2)cc1	2	-1	nt	-3	14	7	-1
O=C(Cn1cnc(Cl)c1Cl)c1ccccc1	-3	-1	8	-7	5	1	nt
C[C@@H]1CN([C@H](C)CO)C(=O)c2cc(NC(=O)Cc3cn(C)c4ccccc34)ccc2O[C@@H]1CN(C)C(=O)Nc1ccccc1	-3	-2	54	-20	3	18	4

Next structures follow.
compound	Casp6 inh	SIRT5 inh	PAX8 reporter	EWS-Fli inh	LGR2 antag	DENV2 CPE rescue	ARNT TACC3 PPI
CCOC(=O)[C@H]1[C@H]2COc3cc(OC)ccc3[C@@H]2N2C(=O)c3cc(C)ccc3NC(=O)[C@@]12C	3	-2	9	-19	-33	1	2
O=C(Oc1nsnc1N1CCOCC1)N1CCCCC1	4	-1	nt	7	6	2	-7
C[C@@H]1CN([C@@H](C)CO)C(=O)c2cc(NC(=O)NC3CCCCC3)ccc2O[C@@H](C)CCCCO[C@@H]1CN(C)Cc1ccc(C(=O)O)cc1	0	1	-1	-12	7	0	8
CO[C@H](CN(C)C(=O)c1ccc2c(c1)OCO2)[C@@H](C)CN([C@@H](C)CO)S(=O)(=O)c1ccccc1	1	-1	nt	0	-10	-2	-7
Cc1cccc(NC(=O)CNC(=O)[C@@H](Cc2ccccc2)NC(=O)[C@H]2O[C@@H](n3ccc(=O)[nH]c3=O)[C@H](O)[C@@H]2O)c1C	-1	0	-8	7	-7	-8	nt
Cc1noc(C)c1NC(=O)N(C)C[C@@H]1Oc2c(NS(=O)(=O)c3ccc(F)cc3)cccc2C(=O)N([C@H](C)CO)C[C@@H]1C	0	2	-19	-3	1	-6	-6
C[C@@H]1CCCCO[C@@H](CN(C)Cc2ccc(C(F)(F)F)cc2)[C@H](C)CN([C@@H](C)CO)C(=O)c2cc(NC(=O)CCCN(C)C)ccc2O1	-6	1	nt	8	23	2	3
C[C@@H]1CCCCO[C@H](CN(C)Cc2ccncc2)[C@@H](C)CN([C@H](C)CO)C(=O)c2cc(NC(=O)CCCN(C)C)ccc2O1	4	0	-4	nt	-24	1	-3

The listing continues:
compound	Casp6 inh	SIRT5 inh	PAX8 reporter	EWS-Fli inh	LGR2 antag	DENV2 CPE rescue	ARNT TACC3 PPI
CC(C)Oc1ccc(/C=C(\C#N)C(=O)NC2CC2)cc1	0	-3	-1	-17	-76	16	-13
CCOP(=O)(OCC)C(NC(=O)Nc1ccc(Cl)c(Cl)c1)c1ccccc1 (stereo not given)	0	1	5	9	-8	-7	-1
CC(=O)c1ccc(Nc2nc(-c3ccccc3)nc3ccccc23)cc1	-2	-3	20	18	3	18	-3
CCc1ccccc1Nc1nc(N)nc(CSc2nnnn2C)n1	-1	nt	-13	-11	11	-4	14
O=S(=O)(CCN1CCOCC1)c1ccc(Cl)cc1	0	1	-11	11	-11	-13	-6
C[C@H](CO)N1C[C@H](C)[C@@H](CN(C)Cc2ccccc2)Oc2c(NS(=O)(=O)c3cccs3)cccc2C1=O	0	-7	3	1	-13	-12	-8
C[C@H]1CN([C@@H](C)CO)C(=O)c2cccc(NC(=O)Nc3ccc(C(F)(F)F)cc3)c2O[C@H]1CN(C)C(=O)Nc1ccc2c(c1)OCO2	nt	nt	-50	-19	3	?	6
O=C(COC(=O)C1CCCCC1)Nc1ccc([N+](=O)[O-])cc1	5	-1	-7	-2	-17	-6	33

(next part)
compound	Casp6 inh	SIRT5 inh	PAX8 reporter	EWS-Fli inh	LGR2 antag	DENV2 CPE rescue	ARNT TACC3 PPI
C=CCN(C(=O)c1csnn1)C(C(=O)NC1CCCC1)c1ccccc1F (stereo not given)	0	-4	-10	9	17	8	1
O=C(Nc1cccc(F)c1)N1CCCCN2[C@H](CO)[C@H](c3ccc(C#Cc4ccccc4)cc3)[C@@H]2C1	nt	nt	-41	6	16	nt	-11
C[C@@H]1CN([C@H](C)CO)C(=O)c2ccccc2-c2ccccc2CO[C@@H]1CN(C)S(=O)(=O)c1ccc(C#N)cc1	0	-3	nt	-8	-4	-6	3
Oc1ccc(C2=NNC(c3ccc(O)cc3)=NN2)cc1	-1	-1	0	-8	-5	8	-3
CN(C)CCCN(C(=O)c1ccc(S(=O)(=O)N2CCCCCC2)cc1)c1nc2c(F)cccc2s1	0	-5	-3	-3	14	-6	9
Cn1c(N)c(C(=O)Nc2c(Cl)cccc2Cl)sc1=S	-1	1	-15	19	-11	-2	-16
O=C(CN1CCN(c2ccccc2)CC1)Nc1ccccc1Sc1ccccc1	nt	nt	-9	nt	-1	nt	1
O=C(NNC(=S)NC1CCCCC1)c1ccc(Cl)s1	-1	-1	-59	-12	-76	1	2

Other entries follow:
compound	Casp6 inh	SIRT5 inh	PAX8 reporter	EWS-Fli inh	LGR2 antag	DENV2 CPE rescue	ARNT TACC3 PPI
COc1ccc([C@H]2CC(=O)C=C(c3ccc(OC)c(OC)c3)C2)cc1	3	-6	-7	-43	-13	-1	18
Cc1cc(C)c(S(=O)(=O)N2CCOC2CNC(=O)C(=O)NCc2ccncc2)c(C)c1 (stereo not given)	2	-4	8	2	5	-6	10
COc1ccc(S(=O)(=O)Nc2cccc3c2O[C@@H](CN(C)Cc2ccncc2)[C@@H](C)CN([C@H](C)CO)C3=O)cc1	2	-1	5	0	11	15	-9
COc1cccc2cccc(/C=N/n3cnnc3)c12	1	1	2	4	-7	3	-2
O=Cc1ccc(OCC(=O)Nc2ccccc2-c2ccccc2)cc1	0	-4	-13	23	20	-2	0
O=C(CCc1nc2ccccc2c(=O)[nH]1)Nc1nnc(SCc2ccccc2F)s1	2	2	-85	-49	-41	14	4
COc1cc2c(cc1OC)CN(C(=O)CCNC(=O)c1ccccc1Cl)CC2	3	0	-1	-2	17	2	2
C[C@H]1CN([C@@H](C)CO)C(=O)c2cc(-c3ccc(F)cc3)cnc2O[C@@H]1CN(C)C(=O)c1ccc(F)cc1	4	-2	nt	3	1	5	-3

(next part)
compound	Casp6 inh	SIRT5 inh	PAX8 reporter	EWS-Fli inh	LGR2 antag	DENV2 CPE rescue	ARNT TACC3 PPI
OC[C@H]1[C@@H](c2ccc(/C=C/c3ccccc3)cc2)[C@@H]2CN(Cc3cncnc3)CCCCN12	-8	0	-56	-11	nt	nt	9
CCOc1ccc2c(c1)nc(SCC(=O)c1cccs1)n2C	-1	-2	nt	nt	-10	nt	nt
CS(=O)(=O)c1cccc(-c2nnc(NC(=O)c3ccc4ncsc4c3)o2)c1	-1	-1	-12	-4	-4	6	4
O=C(Nc1ccc(F)cc1)N1CC(=O)N2[C@H](CO)[C@H](c3ccc(-c4ccc(F)cc4)cc3)[C@H]2C1	-2	2	9	1	16	5	nt
CCCCn1c(N)c(N(CCOC)C(=O)c2ccc(-c3ccc(Cl)cc3)o2)c(=O)[nH]c1=O	5	2	nt	2	-2	4	nt
O=C(COC(=O)/C=C/c1cccc(C(F)(F)F)c1)NC(=O)NC1CCCC1	1	-8	3	2	5	3	-6
CNC[C@H]1OCCCC[C@@H](C)Oc2ccc(NS(=O)(=O)c3ccc(F)cc3)cc2C(=O)N([C@H](C)CO)C[C@@H]1C	-2	0	-14	-6	-2	4	-1
O=C(Cc1ccccc1Cl)NCc1cccnc1	-1	-2	27	-13	-2	-4	-4

Next part.
compound	Casp6 inh	SIRT5 inh	PAX8 reporter	EWS-Fli inh	LGR2 antag	DENV2 CPE rescue	ARNT TACC3 PPI
Cc1ccc(S(=O)(=O)N(C)C[C@@H]2Oc3ccc(NC(=O)Nc4ccc(C(F)(F)F)cc4)cc3CC(=O)N([C@@H](C)CO)C[C@@H]2C)cc1	-1	-7	81*	51*	-22	-1	4
COc1ccc(N2CCN(C3=CC(=O)N(c4cccc(Cl)c4)C3=O)CC2)cc1	3	1	-17	-2	-7	3	-3
Cc1cccc(CS(=O)(=O)Cc2ccc(C(=O)NCCCN3CCOCC3)o2)c1	-2	6	34	-2	8	-13	-2
COc1ccc(CN(C)C(=O)C2CCN(C(=O)Nc3ccccc3)CC2)cc1OC	1	0	-2	-2	nt	3	-1
O=C(Nn1c(C2CCCCC2)nc2ccccc2c1=O)c1ccc([N+](=O)[O-])cc1Cl	nt	nt	2	nt	-1	nt	-2
CCOC(=O)c1ccc(S(=O)(=O)N2CCN(CC(O)COc3ccc(C#N)cc3)CC2)cc1 (stereo not given)	-7	-3	15	7	-1	14	-3
Cc1ccc(/C=N/NC(=O)CSc2nc3ccccc3o2)cc1	nt	nt	-83	nt	-3	nt	12
Cc1nn(CCC(=O)NNC(=S)Nc2ccccc2)c(C)c1Br	2	-4	-31	11	-2	-4	-18

Continued.
compound	Casp6 inh	SIRT5 inh	PAX8 reporter	EWS-Fli inh	LGR2 antag	DENV2 CPE rescue	ARNT TACC3 PPI
C[C@@H]1CN([C@H](C)CO)C(=O)c2cc(C#Cc3cccc(F)c3)cnc2O[C@@H]1CN(C)C(=O)C1CC1	-2	0	nt	-5	-1	-3	-8
Cc1cc(OCC(=O)Nc2c(C)n(C)n(-c3ccccc3)c2=O)ccc1[N+](=O)[O-]	0	-1	11	5	9	-9	nt
C=CCn1c(=S)[nH]c2scc(-c3cccs3)c2c1=O	1	-5	17	17	-23	-1	28
O=C(CSc1nc(-c2ccc(F)cc2)cs1)NCCN1C(=O)CSC1=O	-1	-3	-39	-42	2	1	-7

Screening data: PubChem BioAssay, Broad Institute
